# GCN5L2 inh: qHTS Assay for Inhibitors of GCN5L2; Potency, µM (titrated, usually from 58.9 µM), for inactives: at the highest dose activity change, negative = inhibition, most hits filed as inhibitors; GCN5L2 HAT assay, ThioGlo1 CoA-SH fluorescence; hit rate 0.21% among 390,000
#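 Free CoA generated was detected with ThioGlo1 (50uM) fluorescence at Ex340nm/Em540nm, read immediately and after 20 min at room temperature. Enzyme, 20 nM in HEPES pH 7.5 buffer, saw compounds 15 min before adding 75uM H3(1-25) peptide and 70uM acetyl-CoA.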
# FEN1 inhibitor: qHTS Assay for the Inhibitors of Human Flap endonuclease 1 (FEN1). P39748. Recombinant FEN1 flap cleavage, fluorescence, 15 min. Potency, µM (highest dose often 114 µM), for the others: at the top dose activity change, negative = inhibition, hits mostly inhibitors. hit rate 0.35% among 390,000; note: nearly all actives have a fitted effect of over 65% in size
# Target sequence (P39748 whole entry, looked up): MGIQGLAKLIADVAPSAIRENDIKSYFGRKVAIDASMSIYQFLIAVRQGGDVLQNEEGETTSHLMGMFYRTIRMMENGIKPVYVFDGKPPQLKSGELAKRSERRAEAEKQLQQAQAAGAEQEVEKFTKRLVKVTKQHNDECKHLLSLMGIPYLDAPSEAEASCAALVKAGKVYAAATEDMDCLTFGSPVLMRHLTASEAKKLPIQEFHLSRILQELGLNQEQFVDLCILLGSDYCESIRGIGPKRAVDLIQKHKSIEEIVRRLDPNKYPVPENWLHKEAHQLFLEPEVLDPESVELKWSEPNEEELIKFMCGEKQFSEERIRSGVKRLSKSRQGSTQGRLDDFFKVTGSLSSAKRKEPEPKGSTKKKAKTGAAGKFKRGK
#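 Compounds are tested as a concentration series against 10 nM FEN1; after a 15 min room-temperature preincubation, 50 nM substrate starts cleavage, with plate reads at 0 and 15 min. Normalized responses are fitted by a Hill equation.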
# N370S GC mod: qHTS Assay for Inhibitors and Activators of N370S glucocerebrosidase as a Potential Chaperone Treatment of Gaucher Disease | Lysosomal acid glucosylceramidase (Homo sapiens), P04062 | N370S GC spleen homogenate, 4MU-glucoside fluorescence | Potency, µM (series often up to 59.4 µM), inactives show at the top dose activity change, negative = inhibition, hits mostly inhibitors | hit rate 0.092% among 330,000 | AID 2101, 2009;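 note: 0% = full enzyme activity and -100% = no enzyme basal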
# The depositor's hits bear a star; ? = inconclusive; nt = not tested or not shown; & = joins results of further samples. Calls come from the whole dose curve; as a rule, active = well fitted curve in the direction sought with a large enough effect; inconclusive = small, poorly fitted or top-dose-only effect, or another doubt; inactive = no such curve, though single readings can be large; an effect the other way counts as inactive or inconclusive. Unless noted, % is set by controls: 0 for no effect and ±100 for the full control effect; potency is the fitted concentration of half-maximal effect. An excerpt; rates above refer to the full screens.
SMILES,GCN5L2 inh,FEN1 inhibitor,N370S GC mod
CC1=C(C)C(=O)N(c2ccc(C(=O)O)cc2)C1=O,0%,13%,2%
CCc1ccc(C(=O)c2cn(CC(=O)Nc3ccc4c(c3)OCO4)c3ccc(OC)cc3c2=O)cc1,-27%,32µM*,nt
CCC1CN(C(=O)N2CCC(C(=O)NCCc3ccc(OC)cc3OC)CC2)c2cc(C)ccc2O1 (stereo unspecified),-2%,1%,nt
CC(C)N1C(=O)c2ccccc2N(Cc2ccccc2)S1(=O)=O,-1%,-12%,11%
CCOc1ccc(NC(=S)Nc2ccc(OCC)cc2)cc1,2%&0%,-4%,9%
CCc1cccc(NC(=O)CSCc2cc(=O)[nH][nH]2)c1,-5%,3%,9%
Cc1cc2oc(=O)cc(C)c2cc1NC(=O)CCC(=O)O,0%,-2%,1%
Cn1cc(S(=O)(=O)N2CCN(c3cccc(Cl)c3)CC2)c(=O)n(C)c1=O,6%,17%,-10%
Cc1ccc(S(=O)(=O)N2CCCC(C(=O)NCC3COCCO3)C2)cc1 (stereo unspecified),-8%,-1%,7%
COc1ccc(NC(=O)CSc2nc3nc(C)c(Cc4ccc(C)cc4)c(C)n3n2)cc1OC,0%,-3%,nt

# Exported with two lines to a compound: part of the list above.
# The line under a structure holds: GCN5L2 inh, FEN1 inhibitor, N370S GC mod
CCOc1ccc(NC(=S)Nc2ccc(OCC)cc2)cc1
 : 2%&0%, -4%, 9%
CCc1cccc(NC(=O)CSCc2cc(=O)[nH][nH]2)c1
 : -5%, 3%, 9%

# Carrying on.
SMILES,GCN5L2 inh,FEN1 inhibitor,N370S GC mod
CCN(CC)C(=O)c1[nH]cnc1C(=O)N[C@@H](Cc1ccccc1)C(=O)OCc1ccccc1,-3%,16%,4%
Cc1cccc2sc(NC(=O)CN(C)S(=O)(=O)c3ccc(Br)s3)nc12,3%,-11%,13%
CCOc1ccccc1C(=O)N(Cc1sccc1C)C1CCS(=O)(=O)C1 (stereo unspecified),-1%&-6%,7%&1%,-2%
CNC(=S)N1CCN(c2nc(-c3ccc(Cl)cc3)cs2)CC1,-1%,14%,-8%
CC1(C)C(=O)Nc2ccccc2N1C(=O)COC(=O)Cc1ccccc1F,-2%,-2%,nt
Cc1ccc(S(=O)(=O)N(C)C)cc1NC(=O)C(C)OC(=O)C1CCCC1 (stereo unspecified),-4%,3%,-3%
C=CCn1c(SCc2nc3ccccc3[nH]2)nnc1-c1ccccn1,-6%,9%,-6%
Cc1ccc(S(=O)(=O)Nc2ccc3nc(C)sc3c2)c(C)c1,-2%,-5%,nt
CCOc1ccc(N2C(=O)C3C(c4ccc(OC)cc4OC)NC(CCSC)(C(=O)OC)C3C2=O)cc1 (stereo unspecified),-4%,-7%,8%
O=c1c(-c2ccccc2)nc2cnc(N3CCOCC3)nc2n1CCc1ccccc1,?,nt,6%
CC1CCCCN1C(=O)c1c([N+](=O)[O-])cnn1C (stereo unspecified),1%,-3%,-3%
COc1ccc(N2CCN(S(=O)(=O)c3cccc4cccnc34)CC2)cc1,-5%,-14%,7%
CCOc1ccc(-c2nnc(NC(=O)CCCOc3cccc(C)c3)o2)cc1,-8%,-13%,15%
Cc1ccc(N=Nc2c(=O)[nH]n3c(=O)cc(C)[nH]c23)cc1,-2%,-20%,13%
C/C=C(\C)C(=O)OC(C)(C)[C@@H]1Cc2cc3ccc(=O)oc3cc2O1,-5%,25%,nt
O=C(Nc1ccc(F)c(F)c1)c1ccco1,-6%,3%,12%
CCOC(=O)/C(=N\Nc1ncnc2ccccc12)c1ccc(OC)cc1,-8%,-4%,-2%
CC(=O)c1c(C)[nH]c(C(=O)Nc2cc(F)ccc2C)c1C,-3%,12%,2%
Cc1c(-c2nsc(NC(=O)c3cccc(Cl)c3)n2)nnn1-c1ccccc1C(F)(F)F,1%,-1%,nt
CCOc1ccc(S(=O)(=O)N2CC(=O)Nc3ccccc32)cc1,-6%,-1%,3%
Cc1noc(NS(=O)(=O)c2ccc(NC(=O)c3cc(-c4ccccc4Cl)nc4ccccc34)cc2)c1C,-11%,11%,4%
Cc1cc(NC(=O)CSc2nnc(CNC(=O)c3ccc(C(C)(C)C)cc3)o2)no1,-1%,-3%,-14%
O=C1C/C(=C/NCc2ccccc2)C(=O)N1,1%,9%,3%
NCCNc1ccc2nnnn2n1,1%,-3%,13%
C=CC[C@H](N)C(=O)O,-1%,nt,-4%
Cc1cc(C)c2c(n1)sc1c(=O)n(-c3ccccc3C(F)(F)F)nnc12,7%,7%,nt
CN(C)CCCNC(=O)COc1ccc(Br)cc1Cl,1%,-5%,0%
Cc1nn(-c2ccccc2)c(C)c1NC(=O)COc1cc(F)ccc1[N+](=O)[O-],1%,0%,nt
Cc1cccc(NC(=O)c2cc(-c3ccco3)nc3ccccc23)n1,-13%,-5%,12%
O=C(O)C1CCCCC1C(=O)Nc1ccccc1Nc1ccccc1 (stereo unspecified),0%,-3%,2%

# Quoted from the listing.
# Under FEN1 inhibitor, Cc1nn(-c2ccccc2)c(C)c1NC(=O)COc1cc(F)ccc1[N+](=O)[O-] shows 0%
# Under N370S GC mod, O=C1C/C(=C/NCc2ccccc2)C(=O)N1 shows 3%
# Under N370S GC mod, O=C(O)C1CCCCC1C(=O)Nc1ccccc1Nc1ccccc1 (stereo unspecified) shows 2%
# Under GCN5L2 inh, C=CC[C@H](N)C(=O)O shows -1%
# Under N370S GC mod, Cc1noc(NS(=O)(=O)c2ccc(NC(=O)c3cc(-c4ccccc4Cl)nc4ccccc34)cc2)c1C shows 4%
# Under N370S GC mod, Cc1cccc(NC(=O)c2cc(-c3ccco3)nc3ccccc23)n1 shows 12%
# Under GCN5L2 inh, Cc1cc(C)c2c(n1)sc1c(=O)n(-c3ccccc3C(F)(F)F)nnc12 shows 7%

# Molecules shown so far that have a nitro group on carbon:
SMILES,GCN5L2 inh,FEN1 inhibitor,N370S GC mod
CC1CCCCN1C(=O)c1c([N+](=O)[O-])cnn1C (stereo unspecified),1%,-3%,-3%
Cc1nn(-c2ccccc2)c(C)c1NC(=O)COc1cc(F)ccc1[N+](=O)[O-],1%,0%,nt

# Following part:
SMILES,GCN5L2 inh,FEN1 inhibitor,N370S GC mod
CCOC(=O)C(=O)Nc1sc(C(=O)N2CCOCC2)c(C)c1C#N,-9%,-3%,0%
O=C(OCC(=O)C12CC3CC(CC(C3)C1)C2)c1cnccn1,-4%,-1%,0%
CCOc1ccc2oc(C(=O)OCC(=O)NCC3CCCO3)c(C)c2c1 (stereo unspecified),-15%,0%,1%
COc1ccc(/C=C(/C(=O)NCc2ccccc2)c2ccccc2)cc1,-9%,-22%,0%
CC(=O)c1c(C)[nH]c(C(=O)CSc2nc3ccc(C)cc3[nH]2)c1C,-17%,-20%,1%
COc1ccc2cc(-c3ccccc3F)ncc2c1,3%,-9%,nt
CC1CN(S(=O)(=O)c2ccc(C(=O)Nc3ccc(S(=O)(=O)Nc4nccs4)cc3)cc2)CC(C)O1 (stereo unspecified),2%,-3%,-17%
CC[N+](CC)(CCO)CCCN1C(=O)C2CC=C(Cl)CC2C1=O (stereo unspecified),?,14%,-19%
C=Cc1ccc(Cn2c(C)c(CNCc3ccccc3C)c(C(=O)O)c2C)cc1,0%,10%,nt
Cc1ccc(NC(=O)Cn2cc(S(=O)(=O)N3CCCC3)c(S(=O)(=O)N3CCCC3)c2)c(C)c1,19%,12%,nt
CC12CCC=CC1C(c1ccc3ccccc3c1Br)N(Cc1ccccc1)C2=O (stereo unspecified),nt,-20%,-3%
Cc1nnc(Nc2ccc(Cl)c(C(F)(F)F)c2)[nH]c1=O,1%,2%,1%
COc1ccc(-c2cn3cccnc3n2)cc1NC(=O)C(C)C,-7%,nt,25%
CCOP(=O)(OCC)c1nc(/C=C/c2ccccc2)oc1NCc1ccccc1,-13%,2%,?
O=C(c1ccc2c3c(cccc13)CC2)C1CCCN(C(=O)c2cccnc2)C1 (stereo unspecified),2%,17%,2%
COc1ccccc1C(=O)Nc1sc2c(c1C#N)CCC2,?,18%,-15%
Cc1cc(/C=N/Nc2nc(N)ncc2[N+](=O)[O-])c(C)n1-c1ccccc1F,?,nt,-3%
COC(=O)CCC(NC(=O)OCc1ccccc1)C(=O)NC(CC(C)C)C(=O)OC (stereo unspecified),-3%,-6%,3%
O=C1CCCN1c1ccc(S(=O)(=O)N2CCN(c3ccccn3)CC2)cc1,-3%,-2%,16%
COc1ccc(N(CC(=O)Nc2cccc(OC)c2)S(=O)(=O)c2c(C)nn(C)c2C)cc1,-4%,-15%,2%
C=CCN(C(=O)CCC(=O)Nc1cc(C)on1)C(C(=O)NC(C)(C)C)c1cccc(OC)c1OC (stereo unspecified),2%,0%,0%
OC(CN1CCN(c2ccccc2)CC1)Cn1c2ccccc2c2ccccc21 (stereo unspecified),0%,-6%,-5%
C[C@H]1[C@H](C)CC[C@]2(C)CC[C@]3(C)C(=CC[C@@H]4[C@@]5(C)CC[C@@H](O)[C@](C)(C(=O)O)[C@@H]5CC[C@]43C)[C@H]12,?,nt,3%
O=C(Cc1cccs1)NCc1ccc2c(c1)OCO2,-7%,-1%,-6%
CC(=O)Nc1ccc(S(=O)(=O)NCCC(=O)N2CCCCC2)cc1,-9%,2%,-4%
Cn1ncc2c(Nc3ccc4ccccc4c3)ncnc21,-5%,?,?
O=C(N/C(=C/c1cccnc1)C(=O)N1CCOCC1)c1ccccc1F,-16%,-9%,8%
Cc1cc(C(=O)CNCc2ccco2)c(C)n1-c1ccc(F)cc1,2%,0%,0%
COCc1nc2ccccc2n1Cc1ccc(Br)cc1,-3%,-10%,6%
Cc1ccc(/C=N/Nc2nncc(-c3ccccc3)n2)o1,-2%,0%,-4%
NC(=O)c1ccc(NC(=O)CS(=O)(=O)c2cn(CC(=O)N3CCCCC3)c3ccccc23)cc1,-27%,-7%,0%
COc1ccc(S(=O)(=O)N(C)CC(=O)N2CCN(Cc3ccccc3)CC2)cc1C,-3%,-2%,-3%
Cc1ccc(-c2cc3nc(C)cc(C)n3n2)cc1,-2%,1%,-17%
CCCCCCC/C(C)=N/NC(=O)CC(=O)NCCc1ccccc1,-1%,0%,7%
CCCc1cc(=O)[nH]c(Nc2ccc(C)c(O)c2)n1,-2%,11%,nt
COc1ccccc1OCCNC(=O)C(CCSC)NC(=O)COc1ccccc1 (stereo unspecified),1%,4%,nt
CC(C)NC(=O)c1ccc(-c2ccccc2C(F)(F)F)o1,0%,-18%,13%
C/C(=N\NC(=O)NC1CCCCC1)C1CCCCC1,-3%,-14%,4%
OCCC1CN(Cc2cccc3c2OCO3)CCN1C1CCCCC1 (stereo unspecified),11%,20%,-2%
CNC(=O)c1nn(-c2ccc(C)cc2)ccc1=O,-2%,-5%,3%
COc1cccc(CNC(=O)C(=O)Nc2ccc3nc4n(c(=O)c3c2)CCCCC4)c1,-9%,-1%,nt
S=C(NCc1ccc2c(c1)OCO2)Nc1ccc2nsnc2c1,-9%,-1%,-4%
Cc1cc(/C=C2\SC(=O)N(C)C2=O)c(C)n1-c1ccc(O)cc1,-16%,?,-14%
CCOC(=O)C1=C(C)NC(=O)NC1c1ccc(OCC(=O)OC)c(OC)c1 (stereo unspecified),-8%,-9%,-1%
CCN=C1S/C(=C\c2cn(C(C)=O)nc2-c2ccccc2)C(=O)N1CC,-10%,8%,10%
COCCN1Cc2cccc(C(=O)Nc3cccc(OC)c3)c2C1=O,?,-13%,?
O=C(CSc1ccc(Cl)cc1)Nc1cc(-c2nc3ncccc3o2)ccc1Cl,-25%,nt,2%
CC1CC(C)CN(S(=O)(=O)c2ccc3c(c2)CC(=O)N3)C1 (stereo unspecified),-5%,13%,nt
CC(C)c1ccc(CN(C(=O)c2cccs2)C2CCS(=O)(=O)C2)cc1 (stereo unspecified),-1%,-3%,6%
CCN(CCCNC(=O)CCc1nc(-c2ccc(OC)cc2)no1)c1cccc(C)c1,-9%,3%,-7%
# (more compounds)
SMILES,GCN5L2 inh,FEN1 inhibitor,N370S GC mod
Cc1ccc(CCNC(=O)C2CCC(=O)N(Cc3cccc(F)c3)C2)cc1 (stereo unspecified),-20%,-2%,-2%
COc1ccc(CC(=O)Nc2sc3c(c2C(N)=O)CCCC3)cc1,10%,-11%,-6%
COc1ccc(-c2noc(CN(C(=O)c3ccc4c(c3)OCO4)C(C)C)n2)cc1OC,-9%,-5%,-7%
COCCCNc1nnc(Cc2ccc(Cl)cc2)c(=O)[nH]1,-3%,20%,-2%
COc1ccc(-c2c3c(cc4ncn(Cc5ccccc5)c24)COC3=O)cc1,?,-15%,nt
COc1ccc(C(=O)CCS(=O)(=O)c2ccc(F)cc2)cc1OC,-25%,nt,2%
c1cnc2ccc(-c3ccc4ncccc4c3)cc2c1,-15%,-21%,-8%
CCOC(=O)c1c(NC(=O)c2ccc(S(=O)(=O)N(C)C)cc2)sc2c1CCN(C)C2,1%,-14%,nt

# From PubChem BioAssay
